hIAP activ: human IAP activators, primary screen, biochemical, luminescence, uHTS; AID 2524, 2010; purified human IAP, CDP-Star luminescence, 30 min; active compounds read high; 1 = vehicle-only enzyme, 0 = enzyme-free background; activation factor at 10 µM; 0.16% of 330,000 active;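 active = activation factor of the enzyme at least 2-fold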; also: the source names both 10 and 20 µM as test concentration; values of inactives mirror those of a sister screen read the other way
NR3A LBD binder: binders of NR3A ligand-binding domain, primary screen, biophysical, differential scanning fluorimetry, uHTS | Tm shift relative to glycine control, % at 25 µM | 2.5% of 340,000 active | AID 1259313, 2017 | Glutamate receptor ionotropic, NMDA 3A (GRIN3A) ligand-binding domain | NR3A LBD differential scanning fluorimetry, Tm shift; 0% = protein alone, 100% = glycine-bound protein;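 active = melting temperature shift of at least 10% of the positive control shift, at one fixed dose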
SENP8 block: human SENP8 protease inhibitors, primary screen, biochemical, fluorescence, Nedd8 protein substrate, uHTS; Sentrin-specific protease 8 (Homo sapiens), Q96LD8; recombinant SENP8; inhibition, % at 20 µM; 0.64% of 360,000 active; in the data active = inhibition mostly above about 40%, no sharp cut-off; inactive = mostly below about 27%
Target sequence (Q96LD8 whole entry, looked up): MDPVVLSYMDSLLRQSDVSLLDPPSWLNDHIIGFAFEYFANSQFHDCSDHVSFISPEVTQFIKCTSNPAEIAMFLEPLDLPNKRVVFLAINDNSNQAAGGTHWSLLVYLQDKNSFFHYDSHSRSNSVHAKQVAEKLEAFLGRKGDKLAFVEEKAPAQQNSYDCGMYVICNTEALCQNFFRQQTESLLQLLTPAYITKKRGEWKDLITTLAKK
MPTP block: mitochondrial permeability transition pore inhibitors, primary screen, biochemical, isolated mouse mitochondria, absorbance. Ca2+ swelling absorbance, 30 min. inhibition, % at 10 µM. 1.4% of 360,000 active;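 active = inhibition of 50% or more, scaled per plate between neutral and stimulator controls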;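 also: 0% = DMSO wells given calcium and 100% = 1 mM EGTA wells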
PfGluPho inh: PfG6PD enzyme inhibitors, primary screen, biochemical, fluorescence intensity, uHTS. glucose-6-phosphate dehydrogenase-6-phosphogluconolactonase (Plasmodium falciparum 3D7). PfGluPho enzyme, NADPH resazurin-diaphorase fluorescence. inhibition, % at 20 µM. 0.78% of 350,000 active;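 active = inhibition reaching at least a set limit at 20 µM in the primary screen, cut at about 59% in these data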;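 also: 0% = DMSO wells with substrate and 100% = DMSO wells lacking glucose-6-phosphate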
SENP1 FRET inh: human SENP1 catalytic domain inhibitors, primary screen, biochemical, FRET, uHTS; Sentrin-specific protease 1 (Homo sapiens), Q9P0U3; recombinant SENP1 catalytic domain, CyPet-SUMO1-YPet FRET cleavage; inhibition, % at 10 µM; 0.21% of 360,000 active; AID 624204, 2012;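 active = inhibition at least 30% at 10 µM, raw YFP signal under a set limit, fluorescence ratio 0.5 to 1.5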;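 also: 0% = enzyme with DMSO and 100% = no enzyme wells; some results filed as inactive read as strong as hits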
Target sequence (Q9P0U3 419-644 limits assumed): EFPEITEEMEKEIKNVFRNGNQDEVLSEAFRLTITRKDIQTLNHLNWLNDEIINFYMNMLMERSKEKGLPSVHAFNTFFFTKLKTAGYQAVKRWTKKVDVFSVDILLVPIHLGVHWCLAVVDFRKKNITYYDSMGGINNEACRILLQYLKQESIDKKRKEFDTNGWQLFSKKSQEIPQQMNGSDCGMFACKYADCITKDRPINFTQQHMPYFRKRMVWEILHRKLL
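Material – human SENP1 catalytic domain · Input – SENP1 enzyme, 20 pM final · Compound dosing – single concentration of 10 µM compound, 0.5% DMSO final · Timing – enzyme reaction for 50 min at room temperature, dark · Measured by – FRET fluorescence in CFP and YFP emission channels · Control set – no-enzyme wells low, DMSO-plus-enzyme wells high control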
SENP6 block: SENP6 protease inhibitors, primary screen, biochemical, luminescence, uHTS; 1.8% of 330,000 active; Sentrin-specific protease 6 (Homo sapiens), Q9GZR1; Recombinant SENP6 catalytic domain, aminoluciferin luminescence; AID 2599, 2010; inhibition, % at 10 µM;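 active = inhibition above about 50% at the single tested dose, limit read from the data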;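 also: plate controls were DMSO wells with enzyme for no effect and DMSO wells lacking enzyme for full effect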
Target sequence (Q9GZR1 628-1112 limits assumed): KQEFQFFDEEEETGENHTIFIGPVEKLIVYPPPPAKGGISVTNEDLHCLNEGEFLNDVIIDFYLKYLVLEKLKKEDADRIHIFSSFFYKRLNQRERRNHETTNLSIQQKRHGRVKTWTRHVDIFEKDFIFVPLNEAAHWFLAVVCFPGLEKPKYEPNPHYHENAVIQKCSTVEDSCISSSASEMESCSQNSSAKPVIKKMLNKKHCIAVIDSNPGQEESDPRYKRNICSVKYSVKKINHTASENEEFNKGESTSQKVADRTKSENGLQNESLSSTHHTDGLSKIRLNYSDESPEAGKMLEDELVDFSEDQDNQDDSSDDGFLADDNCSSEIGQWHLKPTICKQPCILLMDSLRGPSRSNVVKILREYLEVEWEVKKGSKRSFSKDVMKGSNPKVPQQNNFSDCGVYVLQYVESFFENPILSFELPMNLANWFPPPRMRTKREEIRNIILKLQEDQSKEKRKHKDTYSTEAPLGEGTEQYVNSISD
ATG4B inh: ATG4B protease inhibitors, primary screen, biochemical, fluorescence, uHTS; ATG4B cleavage of LC3-PLA2, NBD-HPC fluorescence, 1 h; inhibition, % at 8.33 µM; 0.51% of 340,000 active; AID 504462, 2011; in the data active = inhibition above about 40%
Starred values were filed as active, the others as inactive; . = no result given; & = joins results of further samples.

SMILES	hIAP activ	NR3A LBD binder	SENP8 block	MPTP block	PfGluPho inh	SENP1 FRET inh	SENP6 block	ATG4B inh
Cc1cc(C)c(C#N)c(SCC(=O)Nc2ccc3c(c2)OCO3)n1	0.955	2.1	4.6	0.8	1.4	-0.4	3.6	-17.9
O=C(c1ccccc1)N(c1ccccc1)C1C=CS(=O)(=O)C1 (stereo not drawn)	1.74	-1.3	21.8	-0.3	-4.6	0.7	-10.7	-7.8
NS(=O)(=O)c1ccc(NC(=O)CSc2ncn[nH]2)cc1	0.842	-0.1	-0.4	-1.1	3.9	1.3	5.8	0.6
Cc1ccc(S(=O)(=O)N2CC3(O)CN(C(=O)OC(C)C)N(C(=O)OC(C)C)CC3(OC(=O)Nc3cccs3)C2)cc1 (stereo not drawn)	.	.	-1.6	-0.7	37.3	-1.1	.	.
O=C(NCc1cccs1)c1cc2ccccc2o1	1.16	-3.7	16.8	-0.5	-0.4	-2.1	-32.2	-0.1
CC(C)(C)C(=O)n1nc(-c2ccccc2)oc1=O	1.01	-14.6	11.1	-0.2	-21.1	0.6	-12.5	6.9
CS(=O)(=O)N1CCc2cc(S(=O)(=O)N3CCCCC3)ccc21	1.09	-0.1	11.0	-0.5	4.3	3.5	-28.3	-6.3
O=C(CCN1C(=O)COc2ccccc21)N1CCN(c2ccccc2)CC1	1.08	0.7	6.5	-1.7	2.8	1.3	6.1	-6.5
CCN(CC)S(=O)(=O)c1cccc(C(=O)NC(C(=O)Nc2nnc(C3CC3)s2)C(C)C)c1 (stereo not drawn)	0.866	0.8	16.5	-0.2	-25.4	1.2	4.0	-7.4
CC1CCCCC1NC(=O)CNC(=O)c1cccs1 (stereo not drawn)	0.922	-0.4	13.2	-1.1	-10.7	-1.5	-4.4	4.3
CN(CC1COc2ccccc2O1)C(=O)c1ccc(N(C)C)cc1 (stereo not drawn)	1.05	-0.4	-6.8	-1.0	10.6	-1.1	3.4	-5.1
CCC(C(=O)NCC1CCCO1)N(C(=O)c1snc(C(N)=O)c1N)c1ccc(Cl)cc1 (stereo not drawn)	0.92	-2.3	-309.3	2.4	6.6	-14.7	6.3	-5.6
Cc1onc(-c2c(F)cccc2Cl)c1C(=O)N(C)CC(=O)Nc1cccc(F)c1	1.04	6.5	-3.2	-0.9	7.1	1.2	-19.9	-4.4
COc1ccc(-n2c(Cc3ccccc3)nnc2SCC(=O)N2CCCc3ccccc32)cc1	0.997	-3.3	20.9	-0.9	-9.4	3.3	5.2	13.7
Cc1ccc(NC(=O)CSCC(=O)N(CCC(C)C)c2c(N)n(Cc3ccccc3)c(=O)[nH]c2=O)cc1	1.08	-2.3	-12.8	0.0	-8.0	-3.4	-19.8	-6.3
COCC(C)n1c(C)cc(C(=O)COC(=O)c2nc3nc(C)cc(C)n3n2)c1C (stereo not drawn)	0.761	-1.7	2.1	4.1	6.9	-3.9	-7.7	-1.4
Cc1ccc(OC(C)C(=O)Nc2ccc(S(=O)(=O)N3CCOCC3)cc2)cc1 (stereo not drawn)	1.25	0.2	0.9	0.3	6.5	3.4	-12.2	-7.4
O=C(O)Cc1ccc(NC(=O)Nc2cccc(Cl)c2)cc1	1.15	-1.4	9.2	-0.5	-17.5	2.1	30.7	6.5
CCOC(=O)CSC1=C(C#N)C(c2ccccc2OCC)C(C#N)C(=O)N1 (stereo not drawn)	0.817	0.7	-39.0	0.5	-87.4	-85.3	4.0	0.1
Cn1c(=O)[nH]c(=O)c2c1nc(N1CCCCCC1)n2CC(N)=O	1.02	-1.6	6.5	0.1	-4.1	1.1	8.1	-14.6
COc1ccccc1C(=O)N1CCC(N2CCN(c3ccccc3OC)CC2)CC1	1.13	-0.1	17.8	1.0	-11.7	-1.7	-25.5	2.3
O=[N+]([O-])c1cc(Br)c(O)c(C=Nc2ccc(N3CCOCC3)cc2)c1	0.925	-4.3	6.9	12.5	18.6	-11.6	-2.1	8.6
CCNc1ncnc2c1cnn2C1CCCCO1 (stereo not drawn)	.	0.2	10.1	-0.5	5.3	-1.3	.	-2.1
N/C(=N\OC(=O)Cc1ccc(-c2ccccc2)cc1)c1ccccn1	1.12	1.4	7.6	0.3	-6.2	1.2	-23.4	4.2
Brc1ccccc1-c1ccccc1	0.889	1.6	9.8	-0.3	8.4	0.1	-2.2	-2.7

Pulled one by one from the entries so far, 3 records:
SMILES	hIAP activ	NR3A LBD binder	SENP8 block	MPTP block	PfGluPho inh	SENP1 FRET inh	SENP6 block	ATG4B inh
CCNc1ncnc2c1cnn2C1CCCCO1 (stereo not drawn)	.	0.2	10.1	-0.5	5.3	-1.3	.	-2.1
CN(CC1COc2ccccc2O1)C(=O)c1ccc(N(C)C)cc1 (stereo not drawn)	1.05	-0.4	-6.8	-1.0	10.6	-1.1	3.4	-5.1
COCC(C)n1c(C)cc(C(=O)COC(=O)c2nc3nc(C)cc(C)n3n2)c1C (stereo not drawn)	0.761	-1.7	2.1	4.1	6.9	-3.9	-7.7	-1.4

Carrying on.
SMILES	hIAP activ	NR3A LBD binder	SENP8 block	MPTP block	PfGluPho inh	SENP1 FRET inh	SENP6 block	ATG4B inh
CN(C)S(=O)(=O)c1ccc(C(=O)Nc2nc(-c3cccs3)cs2)cc1	0.888	-2.1	3.3	-1.8	15.2	1.3	-6.8	-9.6
Cn1c(N)c(C(=O)COC(=O)c2ccc3c(c2)C(=O)N(c2ccc(Cl)cc2)C3=O)c(=O)n(C)c1=O	1.06	0.5	15.6	0.7	-19.7	0.1	7.3	-6.0
O=C(CN1CCN(S(=O)(=O)c2cccc(F)c2)CC1)NCC1(N2CCOCC2)CCCCC1	0.98	-0.2	-1.1	0.5	1.2	-2.6	5.2	-6.9
CC(=O)[C@@H]1[C@@H](C(=O)c2ccccc2)[C@]2(C(=O)Nc3ccccc32)[C@H]2C=Cc3cc(F)ccc3N12	0.903	-1.7	-36.1	0.5	17.8	-34.4	15.0	-10.9
COc1ccc2c(c1)CC/C(=C\c1ccc(OC)c(Cn3cccn3)c1)C2=O	0.931	-0.2	-0.8	4.6	40.3	-3.4	1.8	13.6
CCCOc1ccc(C(=O)Nc2ccc(N3CCN(C(C)=O)CC3)cc2)cc1	1.16	-2.2	7.8	0.0	4.6	1.8	-14.8	-16.9
CCCn1c(SCC(=O)NCc2ccco2)nc2c1c(=O)n(C)c(=O)n2C	0.96	-1.9	14.2	1.1	-10.7	2.3	-11.6	-6.7
O=C(CN1C(=O)CC(c2ccccc2)S(=O)(=O)c2ccccc21)N1CCCC1 (stereo not drawn)	0.953	-0.7	13.5	0.0	0.5	-0.8	5.1	-2.0
Cc1ccc(N(Cc2ccccc2)C(=O)c2ccc(S(=O)(=O)N3CCOCC3)cc2)cc1	1.13	1.0	15.3	-1.1	16.2	0.6	-23.5	-7.4
CCc1cccc(C)c1NC(=O)COC(=O)CCn1c(C)csc1=O	.	.	15.0	-0.2	5.5	2.1	.	.
Cc1ccc(OCC(=O)c2cc(C)n(C)c2C)c([N+](=O)[O-])n1	1.06	0.1	32.7	-2.4	-14.0	0.1	-28.1	33.7
Cn1c(=O)n(C)c2cc(S(=O)(=O)N3CCOCC3)ccc21	0.995	-10.7	4.5	0.5	-3.7	0.9	-0.5	-8.1
COc1ccc(NC(=O)CSc2nc3ccccc3c(=O)n2CCNC(C)=O)cc1	1.05	-1.7	17.1	1.6	-13.0	1.4	2.2	-2.1
O=C(CC1CCCCC1)Nc1c2c(nn1-c1ccc(F)cc1)CS(=O)(=O)C2	0.9	0.4	15.9	-0.9	-2.0	-0.7	3.4	-1.5
CC(c1ccccc1)N1CCc2[nH]c(=S)[nH]c(=O)c2C1 (stereo not drawn)	0.975	-1.9	-15.9	-0.5	22.2	-11.3	7.1	5.5
Cc1cccc(NC(=O)C2CC(=O)N(c3ccc4c(c3)OCCO4)C2)n1 (stereo not drawn)	0.978	0.3	-3.5	-1.3	1.5	-0.6	0.2	-2.2
Nc1c(C(=O)N/N=C/c2ccccc2Cl)oc2nc(-c3ccccc3)cc(-c3ccco3)c12	0.922	3.3	-452.4	1.2	10.9	-36.9	8.3	5.0
NC(=O)CC(NC(=O)c1ccc(Br)cc1)c1ccc(N2CCN(c3ccccc3)CC2)c([N+](=O)[O-])c1 (stereo not drawn)	1.03	-2.5	22.6	-1.0	9.1	2.9	-12.2	-12.4
CC(=O)Nc1ccc(NC(=O)C/C(C)=N/NC(N)=S)cc1	1.1	-19.8	1.3	0.2	12.0	1.2	-25.8	6.8
Cc1ccc(CN2CCN(c3ncccn3)CC2)c(C)c1	0.906	0.0	19.6	0.3	-10.8	1.2	3.8	9.9
COc1ccccc1C(=O)NC(=Nc1nc2ccccc2o1)NC(=O)c1ccccc1OC	1.08	-1.0	4.2&15.8	1.3&0.5	15.5	0.9&0.9	-1.7	-3.6
Cc1nsc2nc3c(F)c(F)c(F)c(F)c3cc12	0.879	0.1	-414.0	-0.4	-15.9	-7.4	11.5	2.9
Cc1csc(=O)n1CC(=O)OCC(=O)NCc1ccc(F)cc1	1.03	1.0	10.7	-0.4	-8.1	0.2	-2.0	0.6

Compound profiles, from the list above. Screens in order: hIAP activ, NR3A LBD binder, SENP8 block, MPTP block, PfGluPho inh, SENP1 FRET inh, SENP6 block, ATG4B inh
Record of Cc1ccc(CN2CCN(c3ncccn3)CC2)c(C)c1 = 0.906, 0.0, 19.6, 0.3, -10.8, 1.2, 3.8, 9.9
Record of CCc1cccc(C)c1NC(=O)COC(=O)CCn1c(C)csc1=O = ., ., 15.0, -0.2, 5.5, 2.1, ., .
Record of Cc1ccc(OCC(=O)c2cc(C)n(C)c2C)c([N+](=O)[O-])n1 = 1.06, 0.1, 32.7, -2.4, -14.0, 0.1, -28.1, 33.7
Record of Cc1cccc(NC(=O)C2CC(=O)N(c3ccc4c(c3)OCCO4)C2)n1 (stereo not drawn) = 0.978, 0.3, -3.5, -1.3, 1.5, -0.6, 0.2, -2.2

From PubChem BioAssay

An unsorted share of the library, and some 6.7% of all compounds hit somewhere here.
